Source: PubChem (National Center for Advancing Translational Sciences (NCATS))
S-ASM inh: blocks human secretory acid sphingomyelinase; Potency, µM (top dose mostly 57.5 µM), inactives show at the highest dose activity change, negative = inhibition, hits mostly inhibitors; placental ASM, HMU-PC fluorogenic substrate, 60 min; P17405; actives 0.006% (n = 340,000); note: potency is the fitted concentration of half-maximal effect
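Human placenta-derived ASM enzyme was preincubated with compound for 10 minutes at room temperature, then given fluorogenic substrate HMU-PC0 (9 uM final) for 60 minutes at 37 °C; a pH 10 stop preceded fluorescence reading at Ex 386/Em 447 nm.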
p53 reactivator: re-activators of mutant p53; actives 0.063% (n = 320,000); Potency, µM (series often up to 92.2 µM), for inactives: top-dose activity change, positive = activation, actives largely listed as activators; AID 504706; H1299 p53-A138V BP100-luciferase reporter, luminescence, 24 h; note: potency is the fitted concentration of half-maximal effect; % of control where 0% means no effect; nearly all actives have a fitted effect of over 45% in size
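p53-null H1299 cells stably carrying temperature-sensitive p53-A138V and a BP100-luciferase reporter were pinned with compounds (4-point, 1:5 series) and held 24 hrs at 37 deg C. Luminescence was read 10 min after detection reagent.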
uPA surface inh: cell surface uPA generation inhibition. cell surface uPA generation assay, qHTS. Potency, µM (series often up to 38.3 µM), inactives show at the highest dose activity change, negative = inhibition, most hits filed as inhibitors. actives 0.31% (n = 330,000). AID 540303; active = well fitted inhibition curve with a large enough effect; inconclusive = small, poorly fitted or top-dose-only effect; inactive = no such curve, though single readings can be large or run the other way; tested in mouse RAW 264.7 cells; note: potency is the fitted concentration of half-maximal effect; % is set by controls: 0 for no effect and ±100 for the full control effect; nearly all actives have a fitted effect of over 55% in size
USP2a block: blocks human ubiquitin-specific protease USP2a | O75604 | USP2 core, Ub-CHOP2 coupled fluorogenic reporter, 485/531 | Potency, µM (series often up to 38.3 µM), for the others: at the top dose activity change, negative = inhibition, usual class: inhibitors | actives 0.01% (n = 330,000);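 note: potency is the fitted concentration of half-maximal effect; plate controls were DMSO wells for no effect and full inhibition by NEM control for full effect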
Target sequence (O75604 whole entry, looked up): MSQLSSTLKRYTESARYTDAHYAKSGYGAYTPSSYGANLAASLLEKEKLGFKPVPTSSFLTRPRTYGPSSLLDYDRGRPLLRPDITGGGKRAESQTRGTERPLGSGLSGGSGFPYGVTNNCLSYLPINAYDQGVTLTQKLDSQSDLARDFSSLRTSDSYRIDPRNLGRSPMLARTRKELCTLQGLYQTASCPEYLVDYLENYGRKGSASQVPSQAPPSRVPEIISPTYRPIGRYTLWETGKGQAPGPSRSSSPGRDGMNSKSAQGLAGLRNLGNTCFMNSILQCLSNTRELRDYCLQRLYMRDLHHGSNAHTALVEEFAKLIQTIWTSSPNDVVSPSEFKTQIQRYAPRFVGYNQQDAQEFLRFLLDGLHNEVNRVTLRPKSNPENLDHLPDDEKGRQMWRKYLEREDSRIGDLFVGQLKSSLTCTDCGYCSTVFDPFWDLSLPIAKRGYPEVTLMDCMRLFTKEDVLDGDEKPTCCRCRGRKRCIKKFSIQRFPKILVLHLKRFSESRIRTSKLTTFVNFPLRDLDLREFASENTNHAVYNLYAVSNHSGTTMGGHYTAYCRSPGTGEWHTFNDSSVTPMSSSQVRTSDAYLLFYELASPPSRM
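Deubiquitinase activity read as fluorescence (485/531 nm) after Ub-CHOP2 cleavage activates the enterokinase reporter on its substrate; USP2 core 10nM, Ub-CHOP2 and substrate 25nM each, 30min compound preincubation then 60min RT; data normalized to NEM, curves fitted.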
Integrin act MD: activates integrin-mediated alleviation for muscular dystrophy; alpha7betagal myoblasts, beta-gal FDG fluorescence, 48 h; Potency, µM (top dose mostly 38.3 µM), inactives show at the highest dose activation, usual class: activators; actives 0.064% (n = 350,000);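 note: potency is the fitted concentration of half-maximal effect; 100% = response of the positive control SU9516; nearly all actives have a fitted effect of over 60% in size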
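Alpha7betagal+/- myoblasts (passage 13) were plated 16-24 hr, then exposed to compounds (1:260 dilution of DMSO stock) for 48 hours at 37C. After MPER lysis, β-galactosidase reporter activity was read as FDG fluorescence (ex 480/em 540) after 30 minutes.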
PTAP TSG101 blk: blocks PTAP/TSG101 interaction to inhibit HIV-1 budding | Q99816 | Fluorescence polarization, FITC-PTAP peptide / Tsg101 binding | Potency, µM (highest dose often 115 µM), inactives show top-dose activity change, negative = inhibition, hits mostly inhibitors | 340,000 tested, under 10 active | AID 493005; active = well fitted inhibition curve with a large enough effect in the main read-out, with a control signal flat, not every such curve was filed as active; inconclusive = small, poorly fitted or top-dose-only effect, or effect the other way, or a change in a side signal; inactive = no such curve, though single readings can be large or run the other way; note: potency is the fitted concentration of half-maximal effect; % of control where 0% means no effect
Target sequence (Q99816 whole entry, looked up): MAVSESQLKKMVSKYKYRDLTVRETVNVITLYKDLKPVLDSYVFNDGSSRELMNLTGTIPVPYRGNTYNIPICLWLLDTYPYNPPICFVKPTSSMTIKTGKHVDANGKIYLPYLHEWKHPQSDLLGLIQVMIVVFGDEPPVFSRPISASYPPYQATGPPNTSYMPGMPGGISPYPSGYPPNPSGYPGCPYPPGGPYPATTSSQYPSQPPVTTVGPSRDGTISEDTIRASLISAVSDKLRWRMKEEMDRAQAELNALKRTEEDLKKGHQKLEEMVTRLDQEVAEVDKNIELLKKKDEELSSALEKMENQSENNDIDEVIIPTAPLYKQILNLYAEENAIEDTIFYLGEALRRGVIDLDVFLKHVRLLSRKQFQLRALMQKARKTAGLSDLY
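Compounds were pin-transferred onto Tsg101 binding domain (10 uM final) in HEPES pH 7.5 buffer, then FITC-PTAP peptide was added at 50 nM final. After 20 min at RT, polarization reported peptide displacement across a qHTS concentration series.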
Eya2 inh: inhibitors of human Eya2 phosphatase activity | O00167 | recombinant Eya2, OMFP fluorescence dephosphorylation (OMFP is methylfluorescein phosphate) | Potency, µM (series often up to 76.9 µM), without a hit: at the highest dose activity, negative = inhibition, hits mostly inhibitors | actives 0.006% (n = 330,000) | AID 488837; note: potency is the fitted concentration of half-maximal effect; % is set by controls: 0 for no effect and ±100 for the full control effect
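Eya2 protein (added as 0.2 uM solution) was preincubated with compound for 10 min at ambient temperature in 50 mM HEPES pH 7.5, 50 mM NaCl, 5 uM MgCl2, 0.05% BSA, 1 mM DTT. OMFP (added at 50 uM) then reacted 10 min; fluorescence read at 485/525 nm.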
ELG1 genotox: inducers of genotoxicity in HEK293T ELG1-luciferase cells | actives 1.3% (n = 330,000) | Potency, µM (top dose mostly 46 µM), without a hit: at the top dose activity change, positive = activation, most hits filed as activators | HEK293T ELG1-luciferase reporter, luminescence, 16 h; note: potency is the fitted concentration of half-maximal effect; % of control where 0% means no effect; nearly all actives have a fitted effect of over 60% in size
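DMSO vehicle served as control against compound-treated ELG1-luciferase HEK293T cells; exposure lasted 16 hr at 37 °C and 5% CO2, followed by ONE-Glo luminescence detection after 30 min.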
TRPV1 ag: agonists of human vanilloid receptor 1 (TRPV1) | activation, % at 8.33 µM | actives 0.19% (n = 320,000) | Q8NER1 | TRPV1-expressing cells, Fluo-8 calcium influx, agonist mode; in the data active = activation above about 80%; inconclusive = between about 30% and that limit; note: 0% is about no effect
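Cells expressing TRPV1 were dye-loaded with Fluo-8 and read kinetically: 10 s baseline, 3 min after compound (agonist portion), then 2 min after EC20 capsaicin (allosteric enhancer portion). Calcium-bound dye fluorescence at 480/520 nm.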
BRCA1 expr act: activators of BRCA1 expression | MCF7-BRCA1-FFLuc reporter, luminescence, 48 h; response scale: scaled: vehicle 0%, 10 µM genistein 100% | Potency, µM (highest dose often 46.1 µM), inactives show at the highest dose activation, usual class: activators | actives 1.1% (n = 380,000) | AID 624202; note: potency is the fitted concentration of half-maximal effect; nearly all actives have a fitted effect of over 80% in size; some results filed as inactive show a strong effect at the top dose
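Compounds are tested at multiple concentrations on MCF7 BRCA1-luciferase reporter cells seeded at 2000 per well; after 48 h, a single luminescence end-point is taken and curves fitted to the normalized data.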
B2AR arrestin: agonists driving beta-arrestin recruitment to human beta2-adrenergic receptor; beta-arrestin recruitment to beta2AR, cell-based reporter; Potency, µM (highest dose often 46.1 µM), without a hit: at the highest dose activation, actives largely listed as activators; actives 0.02% (n = 330,000); AID 492947;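 note: potency is the fitted concentration of half-maximal effect; 0% = DMSO controls and full agonism = EC100 isoproterenol or metaproterenol; nearly all actives have a fitted effect of over 65% in size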
The depositor's hits bear a star; ? = inconclusive; nt = not tested or not shown; [ ] = dose if it differs, or a comment. Unless noted, calls come from the whole dose curve; as a rule, active = well fitted curve in the direction sought with a large enough effect; inconclusive = small, poorly fitted or top-dose-only effect, or another doubt; inactive = no such curve, though single readings can be large; an effect the other way counts as inactive or inconclusive.

#	SMILES	S-ASM inh	p53 reactivator	uPA surface inh	USP2a block	Integrin act MD	PTAP TSG101 blk	Eya2 inh	ELG1 genotox	TRPV1 ag	BRCA1 expr act	B2AR arrestin
1	O=c1c(-n2cncn2)c[nH]n1-c1cccc(Cl)n1	3%	0%	1%	3%	-24%	-1%	-4%	1%	-1	-7%	-0.1%
2	COc1ccc2oc(C(=O)OCC(=O)N3CC(C)OC(C)C3)c(C)c2c1 (stereo unspecified)	0%	-12%	2%	-6%	-24%	-7%	-1%	-1%	1	0%	-0.2%
3	CCOC(=O)/C(C(=O)Nc1ccc(Cl)cc1Cl)=C1/NC(C)(C)Cc2ccccc21	nt	-6%	nt	3%	nt	nt	-27%	0%	13	nt	-0.2%
4	CCCCCCCCNS(=O)(=O)CCNCc1ccccc1	-5%	nt	9%	nt	-22%	2%	nt	nt	nt	8%	nt
5	COc1ccc(-c2nc(CS(=O)CC(=O)NCc3ccc4c(c3)OCO4)c(C)o2)cc1OC (stereo unspecified)	-3%	-1%	-16%	-5%	7%	-3%	1%	-5%	5	5%	-0.3%
6	Nc1ncnc2c1cnn2-c1ccccc1	1%	?	-17%	0%	0%	-6%	-11%	16%	-1	?	0.5%
7	Cc1nn(CC(=O)Nc2ccc(Cl)c(S(=O)(=O)N(C)C)c2)c(C)c1[N+](=O)[O-]	-1%	-10%	3%	-1%	-38%	-1%	2%	-2%	0	-19%	0.6%
8	COc1ccc(-c2[nH]c(-c3ccccc3)nc2SCC(=O)Nc2nccs2)cc1	?	-19%	6%	0%	23%	0%	-4%	-3%	1	-38%	5.9%
9	COc1ccc2c(C)cc(SCC(=O)Nc3cc(C(N)=O)cc(C(N)=O)c3)nc2c1	0%	-1%	0%	1%	-9%	3%	-3%	17%	-7	0%	-0.5%
10	CCCCN(CC)CCNC(=O)c1nn(-c2ccc(OC)cc2)c(=O)c2c1c1ccccc1n2C	-2%	3%	0%	-16%	6%	-4%	-4%	0%	0	-22%	-0.3%
11	O=C1C(Cl)=C(N2CCOCC2)C(=O)N1c1ccccc1F	4%	nt	1%	0%	-28%	3%	-9%	-1%	-8	-13%	0.8%
12	COc1ccc(CSCC(=O)NN=C2CCN(C)CC2)cc1	-2%	3%	0%	-1%	11%	1%	-18%	3%	0	0%	0.0%
13	CCN(CCCCCCN)c1ccc2c(=O)[nH][nH]c(=O)c2c1	20%	3%	2%	2%	-4%	-5%	9%	0%	-3	-10%	0.0%
14	Cc1cc(Cl)c(S(=O)(=O)N2CCN(c3ccccc3)CC2)cc1OCC(N)=O	-2%	-8%	6%	-1%	10%	0%	2%	-4%	0	-8%	0.0%
15	CSc1cc(-c2ccc(Cl)cc2)c(C(=O)N2CCCC2)s1	-1%	-6%	-10%	-5%	-19%	-1%	6%	11%	?	-38%	-0.4%
16	Cc1ccc(C)c(Cn2nnc3c(=O)[nH]c(C4CCN(S(=O)(=O)c5ccc(S(=O)(=O)N(C)C)cc5)CC4)nc32)c1	-6%	3%	1%	5%	6%	-2%	6%	-7%	-4	-21%	0.2%
17	CCOC(=O)c1c(C)n(OC)c2ccc3c(no[n+]3[O-])c12	-2%	6%	9%	5%	13%	-1%	17%	2%	0	5%	0.1%
18	O=C(O)C(=O)/C(=C\c1ccc([N+](=O)[O-])cc1)c1ccc2ccccc2n1	-1%	16%	-4%	1%	1%	-1%	6%	20%	-4	77%	0.1%
19	O=C(NCCCN1CCCCC1)c1ccc2c(c1)ncn2C1CCCC1	5%	14%	-5%	1%	-5%	-3%	6%	4%	-2	0%	-0.5%
20	c1ccc(-c2nc(-c3cccnc3)cs2)cc1	-4%	25%	-23%	-1%	-16%	-3%	-16%	?	?	11%	-0.3%
21	CCN(C(=O)COC(=O)CCC(=O)c1cccs1)c1ccccc1	-3%	-1%	4%	2%	-8%	-4%	-25%	0%	nt	6%	0.2%
22	CC(C)C[C@@H](C(=O)NCC1CCCO1)N1C(=O)N2CCc3c([nH]c4ccccc34)[C@@]2(C)C1=O (stereo partly specified)	-1%	nt	3%	0%	-24%	-2%	-2%	-1%	2	0%	-0.3%
23	COc1ccccc1CNC(=O)C1CCC(CNS(=O)(=O)c2ccccc2)CC1 (stereo unspecified)	2%	-7%	-17%	4%	22%	-1%	-30%	-6%	3	-15%	0.4%
24	Cc1ccc(NC(=O)COC(=O)CCc2c[nH]c3ccccc23)cc1[N+](=O)[O-]	-19%	-6%	-3%	-11%	-33%	-10%	-1%	2%	1	2%	-0.3%
25	CC1(C)CC(=O)C2=C(C1)OC(N)=C([N+](=O)[O-])C2c1ccc(C#N)s1 (stereo unspecified)	-2%	29%	-2%	1%	-19%	-2%	1%	-1%	1	11%	-0.2%
26	O=[N+]([O-])c1ccc2c(c1)C(N1CCOCC1)/C(=C/COc1ccc3ccccc3c1Br)O2 (stereo unspecified)	-3%	?	15%	0%	-10%	-1%	4%	-7%	5	-52%	0.2%
27	Nc1cc2c(cc1C(=O)c1ccccc1)OCCO2	-7%	-6%	-1%	2%	4%	-2%	-36%	-2%	4	-17%	-0.4%
28	COc1ccc(NC(=O)[C@@H](NC(=O)N2C[C@H]3C[C@@H](C2)c2cccc(=O)n2C3)C(C)C)cc1OC	-1%	nt	1%	2%	2%	-6%	0%	3%	0	-8%	-0.6%
29	Cc1ccsc1/C=N/NC(=O)C1CC(=O)N(c2ccccc2)C1 (stereo unspecified)	1%	8%	4%	3%	16%	2%	3%	-1%	2	-9%	0.0%
30	C[C@H]1COC(=O)[C@H](NC(=O)OCC2c3ccccc3-c3ccccc32)C/C=C\C[C@H](CC(=O)N(CCO)Cc2ccccc2)C(=O)N1	-8%	-1%	?	-2%	-8%	-3%	-3%	-7%	nt	-19%	-0.3%
31	CC1CCC2=NN(C(=O)c3ccco3)C(O)(C(F)(F)F)C2C1 (stereo unspecified)	-2%	-1%	1%	2%	-8%	0%	9%	1%	-4	-13%	-0.3%
32	CN1CCN(CC#Cc2ccccc2)CC1CCO (stereo unspecified)	19%	9%	1%	0%	0%	0%	7%	0%	-4	-2%	-0.7%
33	COc1ccc(Cl)cc1NC(=S)NC1CCCC1	-3%	-43%[inhibitor]	-1%	0%	-38%	-5%	3%	-2%	-1	-7%	-3.7%
34	C=CC[n+]1c(/C=C2\C=Cc3cc(C)ccc3N2CC)ccc2ccccc21	-1%	-6%	8.9µM*	0%	-75%[inhibitor]	-3%	?	-12%	-1	-67%	0.1%
35	CCC(CO)Oc1cc(NCc2ccc(C(=O)O)cc2)c2ncn(C(C)C)c2c1 (stereo unspecified)	6%	-1%	-11%	5%	0%	-8%	-14%	2%	nt	10%	-0.6%
36	CCCCN(C)Cc1c(C)[nH]c2ccc(C)cc2c1=O	-5%	-6%	0%	-4%	-22%	-5%	-1%	1%	-1	-3%[1.84 µM]	0.3%
37	CCC(=O)c1cc(F)ccc1OCC(=O)N1CCN(c2ccc(F)cc2)CC1	5%	2%	?	10%	15%	0%	-3%	-8%	20	-18%	-0.2%
38	Cc1nnc(SCc2nnc(-c3ccccc3Br)o2)n1-c1ccccc1	0%	-2%	9%	-1%	-24%	-10%	-21%	1%	2	8%	0.2%
39	CC(=O)Nc1ccc(S(=O)(=O)Nc2ccc(-n3cnnn3)cc2)cc1	16%	-6%	2%	-2%	-2%	0%	?	0%	-2	1%	0.0%
40	Cc1c(C(=O)NC2CC2)oc2ccccc12	0%	10%	4%	1%	?	-5%	0%	2%	5	23%	-0.1%
41	CC(=O)Nc1ccc(-c2cc(NC(C)=O)n(-c3ccccc3)n2)cc1	1%	-8%	-7%	2%	38%	-3%	-3%	-1%	-5	-8%	-0.3%
42	CC(C)CC(=O)NC(=S)NNC(=O)c1ccc([N+](=O)[O-])cc1	-3%	?	-2%	5%	-11%	-1%	-1%	1%	-1	-72%	-0.2%
43	Fc1ccc(CSc2nc3ncc(Br)cc3[nH]2)cc1	-2%	11%	-2%	-1%	-4%	-5%	15%	15%	0	16%	-0.1%
44	O=C(O)/C=C/C(=O)NCc1ccccc1	0%	6%	2%	0%	7%	-3%	-1%	2%	0	-11%	0.2%
45	Cc1ccc(NS(=O)(=O)c2ccc(Br)s2)nc1	2%	-3%	-2%	1%	0%	-6%	-2%	0%	-2	-24%	0.1%

Not a hit list. About 2.6% of those tested had a hit in this group.
